GDH-TPI counter: inhibits GDH-TPI coupling enzymes, artifact for Mtb FBA screen; GDH-TPI coupled enzyme counterscreen, NADH absorbance; inhibition, % at 4.8 µM; actives 1.2% (n = 360,000); AID 588335; in the data active = inhibition above about 30%;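 also: 0% = DMSO wells and 100% = wells lacking the enzyme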
BH1578 lux ind: induces V. cholerae light production without autoinducers | actives 0.16% (n = 350,000) | AID 588436 | V. cholerae BH1578 lux reporter, luminescence, 6 h | activation, % at 18.7 µM; in the data active = activation mostly above about 9.7%, no sharp cut-off; also: not every result past the cut was called active; inactives centre near 0; reference of the scale not given here
Mtb FBA inh: inhibits M. tuberculosis FBA enzyme. purified M. tuberculosis FBA, fluorescence read-out. inhibition, % at 1 µM. actives 2.3% (n = 360,000); in the data active = inhibition above about 27%;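 also: 0% = vehicle and 100% = reference inhibitor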
UGM FP inh: inhibitors of M. tuberculosis UDP-galactopyranose mutase; P9WIQ1; purified UGM, fluorescence polarization probe displacement; inhibition, % at 10 µM; actives 0.06% (n = 320,000); AID 504406; in the data active = inhibition above about 10%, passing the limit was not always enough
Mtb BioA inh: inhibitors of Mycobacterium tuberculosis BioA enzyme | purified M. tuberculosis BioA enzyme, plate reader | inhibition, % at 9.99 µM | actives 0.096% (n = 360,000); in the data active = inhibition above about 40%
FadD28 binding: M. tuberculosis FadD28 bisubstrate binding inhibition; FadD28 bisubstrate probe binding, fluorescence polarization; inhibition, % at 12.5 µM; actives 0.22% (n = 360,000); in the data active = inhibition above about 8.5%, passing the limit was not always enough
PfHsp40 rescue: restores yeast growth despite PfHsp40 toxicity. S. cerevisiae expressing PfHsp40, growth rescue, ATP luminescence. growth rescue, % at 12.5 µM. actives 0.68% (n = 340,000); in the data active = growth rescue above about 28%, passing the limit was not always enough;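 also: yeast W303a lacking pdr1 and pdr3 grown in galactose medium; growth measured after three days at 30 °C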
TcdB inh: inhibitors of Clostridioides difficile toxin B glycohydrolase. actives 0.24% (n = 350,000). inhibition, % at 9.99 µM. P18177. TcdB glycohydrolase enzymatic assay, plate reader; in the data active = inhibition above about 10%
Yp Topo-I inh: Y. pestis Topo-I inhibition via cleavage products; Y. pestis Topo-I cleavage product accumulation, plate reader; activity, % at 10 µM; actives 0.064% (n = 360,000); AID 504884; in the data active = activity above about 50%, passing the limit was not always enough; also: inactives centre near 2
The depositor's hits bear a star.

Nn1c(SCC(=O)NCCC2=CCCCC2)nnc1-c1cccnc1 was read as GDH-TPI counter 2, BH1578 lux ind inactive, Mtb FBA inh -2, Mtb BioA inh -1.1, FadD28 binding -1.3, PfHsp40 rescue 0.0, TcdB inh 1.6 and Yp Topo-I inh 7.
`CC(C)N(C(C)C)S(=O)(=O)c1ccc(N2CCc3ccccc3C2)nc1` gave GDH-TPI counter 3, BH1578 lux ind inactive, Mtb FBA inh -2, UGM FP inh 2.3, Mtb BioA inh 1.3, FadD28 binding -0.6, PfHsp40 rescue -1.2, TcdB inh 1.4 and Yp Topo-I inh 25.
CN(CC(=O)Nc1cccc(F)c1)C(=O)c1ccc(S(=O)(=O)N2CCCC2)cc1 was read as GDH-TPI counter -4, BH1578 lux ind inactive, Mtb FBA inh -3, UGM FP inh -0.2, Mtb BioA inh -0.2, FadD28 binding -2.3, PfHsp40 rescue -1.2, TcdB inh -0.1 and Yp Topo-I inh -5.
For CCC(=O)Nc1ccc2c(c1)nc(CN1CCN(C(C)=O)CC1)n2C the results were GDH-TPI counter -2, BH1578 lux ind -0.3, Mtb FBA inh 2, UGM FP inh -0.1, Mtb BioA inh 0.6, FadD28 binding -4.4, PfHsp40 rescue -1.6 and Yp Topo-I inh 6.
Screening Cc1nn(C)c2ncc(C(=O)c3ccccc3O)cc12 returned GDH-TPI counter 7, BH1578 lux ind -0.9, Mtb FBA inh 1, UGM FP inh 3.0, Mtb BioA inh 16, FadD28 binding -0.9, PfHsp40 rescue -1.6, TcdB inh 1.6 and Yp Topo-I inh 9.
For O=C(CCl)Nc1ccc(Oc2cnc3ccccc3n2)cc1 the results were GDH-TPI counter 16, BH1578 lux ind -1.8, Mtb FBA inh 0, UGM FP inh 0.8, Mtb BioA inh -3.2, FadD28 binding -4.1, PfHsp40 rescue 0.1 and Yp Topo-I inh -6.
For COCCCC1CCN(Cc2cn[nH]c2-c2cc(OC)c(OC)c(OC)c2)CC1 the results were GDH-TPI counter -16, BH1578 lux ind 0.1, Mtb FBA inh -8, UGM FP inh 0.0, Mtb BioA inh 5.1, FadD28 binding -3.9, PfHsp40 rescue -0.6, TcdB inh 0.4 and Yp Topo-I inh 0.
Screening COc1ccccc1N(CC(=O)Nc1ccccc1C(=O)NCC(C)C)S(C)(=O)=O returned GDH-TPI counter 16, BH1578 lux ind -6.2, Mtb FBA inh 1, UGM FP inh 2.6, Mtb BioA inh -0.7, FadD28 binding -5.0, PfHsp40 rescue 0.3, TcdB inh -0.5 and Yp Topo-I inh 5.
Screening Cc1ccc(NC(=O)c2c(C)noc2C)cc1S(=O)(=O)N1CCOCC1 returned GDH-TPI counter 1, BH1578 lux ind 15, Mtb FBA inh -3, UGM FP inh 2.4, Mtb BioA inh -0.4, FadD28 binding -3.0, PfHsp40 rescue -0.2, TcdB inh 3.6 and Yp Topo-I inh 5.
For C#CCSc1nc2ccccc2n1C(=O)c1ccc(S(=O)(=O)N2CCCCC2)cc1 the results were GDH-TPI counter -16, BH1578 lux ind -0.1, Mtb FBA inh 1, UGM FP inh 1.1, Mtb BioA inh 0.5, FadD28 binding -1.0, PfHsp40 rescue -0.3, TcdB inh -0.7 and Yp Topo-I inh -4.
`Cc1cccc(C)c1NC(=O)COC(=O)c1ccccc1Nc1ccccc1` gave GDH-TPI counter 5, BH1578 lux ind 0.9, Mtb FBA inh 7, UGM FP inh -2.0, Mtb BioA inh 0.7, FadD28 binding 0.3, PfHsp40 rescue 0.9 and Yp Topo-I inh -4.
Screening C=CCNC(=O)c1ccc2c(c1)S(=O)(=O)c1ccccc1C2=O returned GDH-TPI counter -10, BH1578 lux ind inactive, Mtb FBA inh -1, UGM FP inh -0.8, Mtb BioA inh 2.1, FadD28 binding -1.7, PfHsp40 rescue -1.5, TcdB inh 0.5 and Yp Topo-I inh -12.
For CCN(CC)C(=O)C1=C(C)N(CCCOC)C(=O)C(CC(=O)NCc2ccco2)C1 (configuration not stated) the results were GDH-TPI counter -1, BH1578 lux ind -0.4, Mtb FBA inh 4, Mtb BioA inh -1.3, FadD28 binding 0.8, TcdB inh -11 and Yp Topo-I inh -3.
For O=C(COc1ccccc1)NCc1ccc(-n2cccc2)cc1 the results were GDH-TPI counter 11, BH1578 lux ind -5.6, Mtb FBA inh 2, UGM FP inh -1.0, Mtb BioA inh 0.7, FadD28 binding -0.8, PfHsp40 rescue -1.2, TcdB inh 0.2 and Yp Topo-I inh 23.
`NS(=O)(=O)c1ccc(N2CCOCC2)c(C(=O)NCCCSc2ccccc2)c1` gave GDH-TPI counter -6, BH1578 lux ind 0.0, Mtb FBA inh -2, UGM FP inh -0.7, Mtb BioA inh 3.6, FadD28 binding -2.9, PfHsp40 rescue -0.4, TcdB inh -0.3 and Yp Topo-I inh 8.
For COC(=O)C(NC(=O)c1ccc(Cl)cc1)(Nc1nc(C)cs1)C(F)(F)F (configuration not stated) the results were GDH-TPI counter -4, BH1578 lux ind -0.3, Mtb FBA inh -1, UGM FP inh 0.0, Mtb BioA inh 1.4, FadD28 binding -4.6, PfHsp40 rescue -0.3 and Yp Topo-I inh 5.
N#Cc1cccc(NC(=O)CCC2CCCC2)c1 was read as GDH-TPI counter -1, BH1578 lux ind inactive, Mtb FBA inh -4, UGM FP inh 2.5, Mtb BioA inh -0.1, FadD28 binding 0.0, PfHsp40 rescue 0.4 and Yp Topo-I inh 1.
Screening COc1cccc(C#Cc2c(CO)[nH]c3ccccc23)c1 returned GDH-TPI counter 12, BH1578 lux ind 2.8, Mtb FBA inh 2, UGM FP inh 0.5, Mtb BioA inh 15, FadD28 binding -0.8, PfHsp40 rescue 0.1, TcdB inh 1.8 and Yp Topo-I inh -9.
`COc1ccccc1C(=O)N/C(=C\c1cn(S(=O)(=O)N(C)C)c2ccccc12)C(=O)N1CCCC1` gave GDH-TPI counter 3, BH1578 lux ind -6.2, Mtb FBA inh -2, UGM FP inh -0.5, Mtb BioA inh 4.3, FadD28 binding -1.1, PfHsp40 rescue 0.2, TcdB inh 0.8 and Yp Topo-I inh 33.
Screening COC(=O)c1c(NC(=O)Cc2ccccc2)sc2c1CC(C)(C)NC2(C)C returned GDH-TPI counter -3, BH1578 lux ind -0.2, Mtb FBA inh -1, UGM FP inh 2.3, Mtb BioA inh 5.8, FadD28 binding -4.6, PfHsp40 rescue 0.3, TcdB inh 2.4 and Yp Topo-I inh -1.
O=S(=O)(Nc1ccccc1O)c1ccc(Cl)nc1 was read as GDH-TPI counter 17, BH1578 lux ind -0.4, Mtb FBA inh 3, UGM FP inh -0.9, Mtb BioA inh -1.0, FadD28 binding 0.6, PfHsp40 rescue -0.5, TcdB inh 0.7 and Yp Topo-I inh 4.
For CCCCc1ccc(S(N)(=O)=O)cc1 the results were GDH-TPI counter 2, BH1578 lux ind -0.3, Mtb FBA inh -3, UGM FP inh -1.7, Mtb BioA inh 0.1, FadD28 binding 1.0, PfHsp40 rescue -0.2, TcdB inh 1.3 and Yp Topo-I inh 6.
For CCc1ccc(C(=O)CSc2nc3cc(S(=O)(=O)N4CCOCC4)ccc3n2CC)cc1 the results were GDH-TPI counter 4, BH1578 lux ind -0.4, Mtb FBA inh -3, UGM FP inh -2.1, FadD28 binding -0.7, PfHsp40 rescue 1.7, TcdB inh 0.3 and Yp Topo-I inh 45.
For COc1ccc(CN2CCNC(=O)C2CC(=O)NC2CCOCC2)cc1C (configuration not stated) the results were GDH-TPI counter 6, BH1578 lux ind inactive, Mtb FBA inh -1, Mtb BioA inh 0.7, FadD28 binding 0.6, PfHsp40 rescue -1.3, TcdB inh 1.7 and Yp Topo-I inh 20.
For CC(N)C(=O)NC(C(=O)N1CCCC1C(=O)NC(c1ccccc1)c1ccccc1)C(C)C (configuration not stated) the results were GDH-TPI counter 8, BH1578 lux ind -0.3, Mtb FBA inh -1, UGM FP inh -0.6, Mtb BioA inh -0.5, FadD28 binding 0.2, PfHsp40 rescue 1.0, TcdB inh 11* and Yp Topo-I inh -4.
`Cc1ccc2c(c1)CO[C@]21O[C@H](CCO)C[C@H](O)[C@H]1O` gave GDH-TPI counter 18, BH1578 lux ind 1.6, Mtb FBA inh 3, Mtb BioA inh -0.4, FadD28 binding -1.7, TcdB inh 0.4 and Yp Topo-I inh -3.
`CCN(CC)C(=O)c1ccc(NS(=O)(=O)c2ccc3[nH]c(=O)[nH]c3c2)cc1` gave GDH-TPI counter -9, BH1578 lux ind inactive, Mtb FBA inh 5, UGM FP inh 1.3, Mtb BioA inh -1.2, FadD28 binding -5.0, PfHsp40 rescue -0.1, TcdB inh -1.0 and Yp Topo-I inh -3.
`O=C(NCCc1ccc(Cl)cc1)c1cnc2n(c1=O)CCS2` gave GDH-TPI counter 2, BH1578 lux ind -0.3, Mtb FBA inh -1, UGM FP inh 1.3, Mtb BioA inh -0.1, FadD28 binding -4.4, PfHsp40 rescue 2.1, TcdB inh 1.1 and Yp Topo-I inh 0.
COc1ccc(N2CCN(C(=O)CCc3nnc4ccc(N5CCCC5)nn34)CC2)cc1 was read as GDH-TPI counter 13, BH1578 lux ind -0.3, Mtb FBA inh 2, UGM FP inh -7.0, Mtb BioA inh -0.8, FadD28 binding -2.0, PfHsp40 rescue -0.8, TcdB inh 1.6 and Yp Topo-I inh 19.
For COc1cc(/C=C2\SC(=Nc3ccccc3OC)NC2=O)ccc1O the results were GDH-TPI counter 25, BH1578 lux ind -0.8, Mtb FBA inh -2, UGM FP inh -1.3, Mtb BioA inh -3.2, FadD28 binding 0.8, PfHsp40 rescue 0.1, TcdB inh -8.6 and Yp Topo-I inh -5.
`COc1ccc(-n2nnnc2C(CCSC)N2CCN(C/C=C/c3ccccc3)CC2)cc1` (configuration not stated) gave Mtb FBA inh -3, Mtb BioA inh 3.8, FadD28 binding -3.8 and TcdB inh 0.9.
`O=C(Nc1nccs1)[C@@H]1CC=C[C@@H]2CCN(Cc3ccccc3)C(=O)[C@@H]21` gave GDH-TPI counter 10, BH1578 lux ind inactive, Mtb FBA inh 6, UGM FP inh -2.9, Mtb BioA inh 3.3, FadD28 binding -2.6, PfHsp40 rescue -1.3, TcdB inh 1.5 and Yp Topo-I inh 0.
For CN(C)C1(CNC(=O)Nc2ccc(Cl)c(Cl)c2)CCCCC1 the results were GDH-TPI counter -1, BH1578 lux ind -0.5, Mtb FBA inh -1, UGM FP inh 1.0, Mtb BioA inh 0.0, FadD28 binding -8.1, PfHsp40 rescue -0.5, TcdB inh -1.8 and Yp Topo-I inh -16.
Screening Cc1cccc(NS(=O)(=O)c2nnc(NC(=O)c3ccc(Cl)cc3)s2)c1 returned GDH-TPI counter 20, BH1578 lux ind -0.2, Mtb FBA inh -1, UGM FP inh 4.7, Mtb BioA inh -1.5, FadD28 binding -4.8, PfHsp40 rescue -0.9, TcdB inh 0.4 and Yp Topo-I inh 1.
Screening CCOc1ccc(OCCC(=O)OCC(=O)Nc2cc(S(=O)(=O)N3CCOCC3)ccc2OC)cc1 returned GDH-TPI counter 4, BH1578 lux ind -0.6, Mtb FBA inh 1, Mtb BioA inh 2.2, FadD28 binding -3.9, PfHsp40 rescue 0.4, TcdB inh 1.0 and Yp Topo-I inh 9.
